USP2a block: qHTS Assay for Inhibitors of Ubiquitin-specific Protease USP2a Using CHOP2 as the Reporter; USP2 core, Ub-CHOP2 coupled fluorogenic reporter, 485/531; Potency, µM (series often up to 38.3 µM), for inactives: at the highest dose activity change, negative = inhibition, hits mostly inhibitors; 0.01% of 330,000 active; AID 463254, 2010;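 further: potency means the concentration at half of the fitted maximal effect; plate controls were DMSO wells for no effect and full inhibition by NEM control for full effect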
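Deubiquitinase activity read as fluorescence (485/531 nm) after Ub-CHOP2 cleavage activates the enterokinase reporter on its substrate; USP2 core 10nM, Ub-CHOP2 and substrate 25nM each, 30min compound preincubation then 60min RT; data normalized to NEM, curves fitted.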
PKM2 activator: qHTS Assay for Activators of Human Muscle isoform 2 Pyruvate Kinase | Pyruvate kinase PKM (Homo sapiens), P14618 | Potency, µM (doses to about 57.5 µM), for inactives: at the highest dose activation, most hits filed as activators | purified PKM2, Kinase-Glo ATP luminescence, activation; response scale: 0% is enzyme alone, no compound | 0.34% of 260,000 active | AID 1631, 2009; further: potency means the concentration at half of the fitted maximal effect; on the % scale 0 is the no-effect control and ±100 the full control effect; nearly all actives have a fitted effect of over 55% in size
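Kinase-Glo luminescence reports ATP generated from ADP (0.1 mM) and PEP (0.5 mM) by purified hPK-M2 after 1 h at room temperature, pH 7.2 imidazole buffer; intermediate enzyme activity allows detecting inhibitors and activators.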
Eya2 inh: qHTS Assay for Inhibitors of the Phosphatase Activity of Eya2 | Protein phosphatase EYA2 (Homo sapiens), O00167 | recombinant Eya2, OMFP fluorescence dephosphorylation (OMFP is methylfluorescein phosphate) | Potency, µM (series often up to 76.9 µM), for inactives: at the top dose activity, negative = inhibition, hits mostly inhibitors | 0.006% of 330,000 active; further: potency means the concentration at half of the fitted maximal effect; on the % scale 0 is the no-effect control and ±100 the full control effect
Target sequence (O00167 whole entry, looked up): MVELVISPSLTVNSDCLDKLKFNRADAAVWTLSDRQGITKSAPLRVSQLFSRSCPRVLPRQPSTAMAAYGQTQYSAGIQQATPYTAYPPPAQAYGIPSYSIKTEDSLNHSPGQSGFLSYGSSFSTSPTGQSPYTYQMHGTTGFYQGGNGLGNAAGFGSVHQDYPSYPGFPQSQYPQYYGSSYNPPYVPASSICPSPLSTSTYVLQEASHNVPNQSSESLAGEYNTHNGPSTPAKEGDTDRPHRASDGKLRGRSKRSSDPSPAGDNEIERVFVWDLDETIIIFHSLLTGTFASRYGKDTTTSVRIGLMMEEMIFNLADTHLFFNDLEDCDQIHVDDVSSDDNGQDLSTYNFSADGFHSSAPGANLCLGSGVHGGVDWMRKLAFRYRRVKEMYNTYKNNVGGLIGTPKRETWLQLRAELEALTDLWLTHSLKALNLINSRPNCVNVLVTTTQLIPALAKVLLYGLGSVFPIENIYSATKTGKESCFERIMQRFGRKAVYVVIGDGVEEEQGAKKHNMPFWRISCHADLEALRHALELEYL
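Eya2 protein (added as 0.2 uM solution) was preincubated with compound for 10 min at ambient temperature in 50 mM HEPES pH 7.5, 50 mM NaCl, 5 uM MgCl2, 0.05% BSA, 1 mM DTT. OMFP (added at 50 uM) then reacted 10 min; fluorescence read at 485/525 nm.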
MBNL1 CUG block: qHTS Assay for Inhibitors of MBNL1-poly(CUG) RNA binding; Potency, µM (highest dose often 57.5 µM), inactives show top-dose activity change, negative = inhibition, usual class: inhibitors; Muscleblind-like protein 1 (Homo sapiens), Q9NR56; 0.036% of 280,000 active; TR-FRET MBNL1-His/biotin-(CUG)12 binding, 665/545 ratio; active means well fitted inhibition curve with a large enough effect in the signal ratio, with a control signal flat, not every such curve was filed as active; inconclusive means small, poorly fitted or top-dose-only effect, or effect the other way, or a change in a side signal; inactive means no such curve, though single readings can be large or run the other way; the % refers to the signal ratio; further: potency means the concentration at half of the fitted maximal effect; on the % scale 0 is the no-effect control and ±100 the full control effect
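His-tagged MBNL1 binding to biotinylated (CUG)12 RNA was measured by TR-FRET using terbium anti-His antibody (0.055 ng/ul final) and streptavidin-XL665 (5 nM final). Compounds were titrated 92 nM to 58 uM; 60 min at room temperature.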
Chronic BCR inh: qHTS Assay to Find Inhibitors of Chronic Active B-Cell Receptor Signaling; ABC-DLBCL IkBa-CBG/CBR reporter, luminescence ratio, 4 h; Potency, µM (top dose mostly 46.1 µM), for inactives: top-dose ratio change, negative = lower green/red ratio, most hits filed as inhibitors; 0.05% of 340,000 active; AID 493014, 2011; active means well fitted inhibition curve with a large enough effect in the signal ratio, with a control signal flat, not every such curve was filed as active; inconclusive means small, poorly fitted or top-dose-only effect, or effect the other way, or a change in a side signal; the % refers to the signal ratio;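 further: potency means the concentration at half of the fitted maximal effect; plate controls were basal doxycycline-induced cells for no effect and cells given 10 µM MG132 for full effect; MG132 reads +100%, hits lower the ratio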
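Compounds up to 46 uM were incubated four hours with TMD8 cells whose green CBG68 luciferase is fused to IkappaBalpha; red CBR luminescence normalised the signal, and concentration-effect curves were fitted to fusion, red and ratio data.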
GALK inh: qHTS Assay for Inhibitors of Human Galactokinase (GALK). P51570. Purified GALK, Kinase-Glo residual ATP luminescence. Potency, µM (titrated, usually from 57.5 µM), without a hit: at the highest dose activity change, negative = inhibition, most hits filed as inhibitors. 0.007% of 270,000 active; further: potency means the concentration at half of the fitted maximal effect; on the % scale 0 is the no-effect control and ±100 the full control effect
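Luminescence from leftover ATP (Ultra-Glo luciferase/luciferin) served as read-out after a 1 h room-temperature reaction of 5 nM GALK with 35 uM ATP and 100 uM galactose.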
S-ASM inh: Inhibitors of Secretory Acid Sphingomyelinase (S-ASM): qHTS. Sphingomyelin phosphodiesterase (Homo sapiens), P17405. 0.006% of 340,000 active. AID 504937, 2011. placental ASM, HMU-PC fluorogenic substrate, 60 min. Potency, µM (doses to about 57.5 µM), without a hit: at the highest dose activity change, negative = inhibition, actives largely listed as inhibitors; further: potency means the concentration at half of the fitted maximal effect
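Steps: dispense placental human ASM, pin compound, wait 10 min at room temperature, add HMU-PC0 substrate at 9 uM final, incubate 60 min at 37 °C, add stop solution raising pH to 10, read fluorescence.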
KCNH2 WT inh: qHTS for Inhibitors of KCHN2 3.1: Wildtype qHTS. U2OS, BacMam KCNH2, thallium flux FluxOr; stronger effect = lower value. activity change, % at 1.84 µM. 0.37% of 340,000 active. AID 720551, 2013;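 active means maximum activity change below -70%; inconclusive means maximum activity change between -70% and -50%; inactive means maximum activity change above -50%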; further: on the % scale 0 is the no-effect control and ±100 the full control effect
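U2OS cells were transduced with wild-type KCNH2 virus (2.03 x 10^8 / mL) for 4 h at room temperature, then cultured overnight at 37 C. Thallium flux was read with FluxOr dye. Rate constants were normalized to DMSO controls.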
TSHR antag: Antagonists of the Thyroid Stimulating Hormone Receptor: HTS campaign; activity change, negative = inhibition, % at 11.5 µM; TSHR-expressing cells, TSH-stimulated cAMP HTRF, 2 h; stronger effect = lower value; 0.2% of 330,000 active; Thyrotropin receptor (Homo sapiens), P16473;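 active means activity change below a set negative limit, meaning inhibition stronger than a set level, cut at about -70% in these data; inconclusive means activity change between two set negative limits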; further: on the % scale 0 is the no-effect control and ±100 the full control effect
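Read-out is FRET at 665 nm (cryptate excitation 337 nm) from a cryptate-tagged anti-cAMP antibody, competed by cell cAMP against cAMP-d2. Compounds are tested on freshly harvested TSHR cells challenged with 4nM TSH (EC80) for 2 hours at 37 deg C.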
Menin MLL FP TR: qHTS Assay for Inhibitors Targeting the Menin-MLL Interaction in MLL Related Leukemias: Competition With Texas Red Labeled MLL-derived Mutant Peptide | 0.23% of 270,000 active | Menin + Texas Red MLL mutant peptide, fluorescence polarization | AID 1768, 2009 | O00255 | Potency, µM (series often up to 61.6 µM), for the others: at the top dose FP activity change, negative = inhibition, hits mostly inhibitors; active means well fitted inhibition curve with a large enough effect in the polarisation, with a control signal flat, not every such curve was filed as active; inconclusive means small, poorly fitted or top-dose-only effect, or effect the other way, or a change in a side signal; inactive means no such curve, though single readings can be large or run the other way; the % refers to the polarisation; further: potency means the concentration at half of the fitted maximal effect; % of control where 0% means no effect; many of its hits are not listed in these tables
Target sequence (O00255 whole entry, looked up): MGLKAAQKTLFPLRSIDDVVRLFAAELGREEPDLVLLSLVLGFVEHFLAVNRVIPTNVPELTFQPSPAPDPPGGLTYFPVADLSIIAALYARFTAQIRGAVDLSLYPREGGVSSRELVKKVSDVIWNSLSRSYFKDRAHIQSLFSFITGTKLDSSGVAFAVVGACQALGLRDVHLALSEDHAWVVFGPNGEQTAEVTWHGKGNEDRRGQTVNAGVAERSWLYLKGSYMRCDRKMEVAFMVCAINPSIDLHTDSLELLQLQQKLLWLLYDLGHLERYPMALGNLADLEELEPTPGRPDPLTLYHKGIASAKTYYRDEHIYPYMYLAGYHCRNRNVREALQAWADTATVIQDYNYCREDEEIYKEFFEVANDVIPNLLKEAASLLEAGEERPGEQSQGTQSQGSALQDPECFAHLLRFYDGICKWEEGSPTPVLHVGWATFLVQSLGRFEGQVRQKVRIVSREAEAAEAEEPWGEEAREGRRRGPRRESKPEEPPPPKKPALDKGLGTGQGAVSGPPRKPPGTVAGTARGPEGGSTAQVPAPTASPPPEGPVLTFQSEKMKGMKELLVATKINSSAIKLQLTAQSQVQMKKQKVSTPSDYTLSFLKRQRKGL
Mito fusion yeast: qHTS Assay for Small Molecule Inhibitors of Mitochondrial Division or Activators of Mitochondrial Fusion | S. cerevisiae fusion-defective mutant growth rescue, CellTiterGlo 48 h | Potency, µM (top dose mostly 46.1 µM), without a hit: top-dose growth rescue (activation), actives largely listed as activators | 0.23% of 320,000 active | AID 485298, 2010;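 further: potency means the concentration at half of the fitted maximal effect; % of control where 0% means no effect; nearly all actives have a fitted effect of over 45% in size; temperature-sensitive fusion mutants such as fzo1-1 at 37 °C on non-fermentable ethanol glycerol medium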
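Luminescent cell viability in 1536-well qHTS format served as the measure of rescued growth in ts fusion-mutant S. cerevisiae cultured on non-fermentable YPEG for 48 hours at 37C.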
An asterisk follows results filed as active; ? = inconclusive; / = no result given; [ ] = another dose, or the depositor's remark. Unless noted, the call rests on the fitted dose curve; in most records, active means well fitted curve in the direction sought with a large enough effect; inconclusive means small, poorly fitted or top-dose-only effect, or another doubt; inactive means no such curve, though single readings can be large; an effect the other way counts as inactive or inconclusive.

SMILES	USP2a block	PKM2 activator	Eya2 inh	MBNL1 CUG block	Chronic BCR inh	GALK inh	S-ASM inh	KCNH2 WT inh	TSHR antag	Menin MLL FP TR	Mito fusion yeast
O=C(NCc1ccccn1)c1cccc(S(=O)(=O)NCc2ccccc2)c1	0%	/	4%	/	-9%	/	8%	7	16	/	7%
CN(C)c1ccc(/C=N/N(CCC#N)C2=NS(=O)(=O)c3ccccc32)cc1	1%	/	-5%	14%	?	/	-7%	14	-2	5%	-2%
CCOC(=O)c1c(OCCO)nn(-c2ccccc2)c1N	0%	1%	5%	/	?	10%	2%	-1	-1	6%	1%
NC(=O)CSc1cn(Cc2cccc(F)c2)c2ccccc12	-12%	-26%	2%	1%	-1%	2%	-2%	14	-1	18%	-2%
COc1ccc(/C=C(\C#N)c2nc3ccccc3[nH]2)cc1O	0%	-32%	1%	?	-6%	-3%	1%	-1	3	6%	1%
CN1C=CC=C/C1=C1\SC(=S)N(CC(=O)O)C1=O	1%	2%	5%	?	?	0%	-3%	-11	8	10%	0%
CC(C)(CCl)C(=O)Nc1ccnc(-c2ccncc2)n1	1%	-15%	0%	-1%	-4%	5%	2%	5	38	-9%	-4%
Cc1c(C=O)c(Cl)n(C)c(=O)c1C#N	3%	/	3%	13%	13%	0%	5%	0	-8	2%	-2%
O=C(NCc1ccncc1)c1cc(F)c(F)cc1Cl	0%	2%	5%	-6%	1%	3%	-2%	5	-4	-1%	-6%
CC(C)(C)C(=O)N1CCC(O)(CS(=O)(=O)Cc2ccccc2Cl)CC1	0%	-6%	5%	-8%	3%	0%	5%	4	9	-13%	1%
O=C(Nc1cccc(N2C(=O)C3CCCCC3C2=O)c1)c1ccccc1 (stereo unspecified)	-1%	-2%	1%	1%	?	-6%	3%	-19	11	/	2%
COc1ccc(-n2nc3c(c2NC(=O)C(C)C)CSC3)cc1	0%	-11%	-7%	-6%	3%	1%	-1%	/	0	22%	-3%
CCOc1ccc(CN2CCN(CC3CC3)CC2CCO)cc1 (stereo unspecified)	-1%	-4%	-6%	-7%	?	1%	1%	19	4	?	0%
O=C(c1ccc(Cl)c(S(=O)(=O)N2CCCC2)c1)N1CCCC(C(F)(F)F)C1 (stereo unspecified)	-1%	/	-20%	/	0%	/	0%	-4	-12	/	7%
O=c1oc2ccccc2n1Cc1cccc(Cl)c1	-1%	0%	-4%	/	?	-3%	0%	0	-5	/	9%
CCC(C)NC(=O)/C(=C/c1ccco1)c1ccccc1 (stereo unspecified)	3%	13%	-3%	5%	2%	0%	-2%	-11	2	-28%	-3%
O=C(OCC(=O)N1CCCC1=O)c1nc(Cl)ccc1Cl	1%	/	14%	/	8%	/	/	1	6	/	0%
CN1CCN(NC(=O)C2CC2)CC1	1%	-2%	-24%	-13%	1%	1%	2%	-3	15	11%	-4%
O=C1CCCN1CCC1CCN(C2CC(=O)N(c3ccc(Cl)cc3)C2=O)CC1 (stereo unspecified)	/	-4%	/	-13%	/	5%	8%	-16	/	-20%	-16%
COc1ccc(Nc2ncnc3sc(-c4ccccc4)cc23)cc1	-3%	0%	-20%	16%	?	1%	25%	-6	-25	?	-5%
CC(=O)c1cccc(NC(=O)CCNC(=O)c2cccc(C)c2)c1	2%	1%	-6%	-4%	0%	-1%	5%	-1	0	1%	-3%
Cc1cc(C)n(C(=O)Cn2nc([N+](=O)[O-])c(Br)c2C)n1	8%	4%	12%	?	-1%	0%	1%	-2	-3	-10%	-4%
Cn1c(CNC(=O)CNC(=O)c2ccc(F)cc2)cc(=O)n(C)c1=O	2%	/	-3%	2%	-1%	-3%	86%[activator]	-8	-1	/	-2%
Cc1cc(S(=O)(=O)Nc2ccc(C(=O)N3CCN(c4ccccc4O)CC3)cc2)ccc1F	1%	?	15%	-8%	6%	4%	-4%	4	-9	45%[activator]	5%
CN(c1ccccc1)c1nc(N)c([N+](=O)[O-])c(N2CCCC2)n1	1%	/	2%	0%	?	8%	-4%	-4	-1	3%	0%
O=C(Nc1cccc(NC(=O)c2cccs2)c1)c1ccc(Br)o1	-2%	/	1%	-3%	?	/	-8%	8	-2	47%[activator]	-16%
O=C(CN1C(=O)/C(=C/c2ccccc2)SC1=S)NNC(=O)c1ccccc1O	-1%	-2%	0%	-4%	1%	5%	-1%	-1	-4	?	0%
CCN(CC)c1ccc(N2C(=O)CSC2=S)cc1	3%	12%	-1%	-21%	?	-4%	0%	2	-1	14%	2%
CCOC(=O)c1c(C)[nH]c(C)c1C(=O)CSc1nnc(-c2cc(OC)c(OC)c(OC)c2)o1	2%	-3%	0%	-9%	0%	1%	3%	1	2	-9%	-4%
COc1cccc(NC(=O)c2ccc(C(=O)c3ccccc3)o2)c1	2%	0%	-2%	?	?	-1%	-4%	0	-17	13%	1%
CC(C)(C)OC(=O)C[C@@H]1C/C=C\C[C@@H](CC(=O)N[C@H](CO)Cc2ccccc2)C(=O)NC[C@H](c2ccccc2)OC1=O	5%	/	13%	/	0%	/	8%	-7	-16	/	/
COc1cc(OC)cc(C(=O)NCC(=O)OCC(=O)Nc2cc(S(C)(=O)=O)ccc2Cl)c1	1%	6%	-25%	/	3%	1%	-2%	-4	1	/	-2%
COc1cc2c(cc1OC)CN(C(=O)CN1C(=O)NC3(CCC(C)CC3)C1=O)CC2 (stereo unspecified)	2%	/	-8%	/	3%	/	-1%	-6	-5	/	-1%
CC(CNC(=O)CN1C(=O)C(=O)N(C2CCCC2)C1=O)c1ccccc1 (stereo unspecified)	2%	/	1%	/	2%	/	-1%	3	-27	/	-2%
Cc1ccccc1CC(=O)Nc1ccc(S(=O)(=O)N2CCOCC2)cc1	-1%	5%	-22%	-9%	-12%	-1%	1%	6	-14	-4%	0%
Cc1cc(C)nc(SCc2cc(=O)c(OC(=O)c3cc([N+](=O)[O-])ccc3Cl)co2)n1	2%	12%	2%	24%	-4%	1%	1%	12	4	2%	0%
O=C(COC(=O)C1CCCC1)Nc1ncc(Cl)cc1Cl	2%	/	-15%	/	16%	/	1%	-1	8	/	-1%
COc1ccc(/C=C/C(=O)c2ccc(NS(=O)(=O)c3ccc(C)cc3)cc2)cc1O	-1%	2%	-2%	/	/	1%	/	-10	-42	57%[activator]	?
CN(C)/C=N/c1sc2c(c1C#N)CC(C)(C)NC2(C)C	0%	-10%	-2%	-16%	-12%	-3%	0%	-13	10	-18%	2%
O=S(=O)(c1ccc(OCc2ccc(Br)cc2)cc1)N1CCOCC1	1%	/	1%	/	4%	/	4%	-1	-5	/	0%
Cc1ccccc1OCC(=O)N/N=C/C=C/c1ccccc1	1%	2%	-4%	-6%	11%	5%	-1%	4	-6	0%	5%
CC1CC(C)CN(C(=O)CCNC(=O)Cn2ccc3ccccc3c2=O)C1 (stereo unspecified)	1%	/	5%	2%	1%	6%	6%	5	6	-7%	0%
CCCC12CN(C(=O)c3ccc([N+](=O)[O-])cc3)CC(C)(CN(C(=O)c3ccc([N+](=O)[O-])cc3)C1)C2=O	-2%	1%	8%	/	?	-2%	-1%	10	0	/	0%
COc1ccccc1NC(=O)c1ccc(-n2ccnc2)c([N+](=O)[O-])c1	0%	/	1%	?	1%	-2%	6%	8	4	17%	-2%
NC(=O)C1CCN(C(=O)NC(=O)c2ccccc2)CC1	-1%	2%	-6%	5%	4%	-3%	3%	-2	-3	-7%	3%

An excerpt; count on the stated rates, not on these rows.
